Assay outcomes deposited in PubChem BioAssay by several laboratories.
KCNK3 block = human KCNK3 channel inhibition, primary screen; O14649; CHO-KCNK3 thallium flux, FluxOR fluorescence; hits give low values; B-score at 10 µM; 0.84% of 340,000 active;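 active = B-score under library mean minus 4 SD, starting fluorescence ratio at most library mean plus 5 SD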;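 note: more negative B-score means stronger inhibition of thallium flux through KCNK3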
Target sequence (O14649 whole entry, looked up): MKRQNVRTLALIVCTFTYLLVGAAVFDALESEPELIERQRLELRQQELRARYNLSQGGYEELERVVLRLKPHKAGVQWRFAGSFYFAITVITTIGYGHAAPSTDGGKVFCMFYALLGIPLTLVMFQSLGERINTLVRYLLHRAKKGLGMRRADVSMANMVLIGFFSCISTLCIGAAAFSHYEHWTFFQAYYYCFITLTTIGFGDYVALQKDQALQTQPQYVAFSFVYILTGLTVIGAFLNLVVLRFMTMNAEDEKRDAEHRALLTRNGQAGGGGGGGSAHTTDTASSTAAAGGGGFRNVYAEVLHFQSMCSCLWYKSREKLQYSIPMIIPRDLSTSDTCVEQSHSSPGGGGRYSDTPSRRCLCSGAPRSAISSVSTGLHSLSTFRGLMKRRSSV
TRPC4 agonist = activators of mouse TRPC4 channel. HEK293 TRPC4beta/mu-opioid, Fluo4 calcium fluorescence; hits give high values. B-score at 10 µM. 0.49% of 310,000 active. AID 2237;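 active = B-score above 5 SD of library B-scores, and initial fluorescence ratio not above library mean plus 5 SD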;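 note: positive B-score marks a calcium rise read as TRPC4 activation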
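Assay system – TRPC4beta and mu-opioid receptor HEK293 stable cells · Measured by – Fluo4 fluorescence, kinetic · Schedule – dye loading 45 min room temperature, 110 s kinetic read · Read-out – B-scored integrated calcium fluorescence ratio · Controls – buffer and maximal DAMGO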
hERG rescue = shields human hERG channel from block by proarrhythmic agents | activation (rescue from dofetilide block), less the hit threshold, % at 10 µM | Q12809 | CHO-hERG, FluxOR thallium flux, dofetilide IC70 present | 0.51% of 310,000 active | AID 1511;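 active = activation above the mean of controls blocked by dofetilide plus 5 SD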;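 note: thallium influx through hERG after potassium depolarization seen as dye fluorescence rise; in these data hits start at about 4.7%; inactives centre near -7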
Platelet DG rel = platelet dense granule release activity | inhibition, %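 (compounds screened at 7.5 µM in platelet-rich plasma)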 | 0.22% of 300,000 active | human platelet-rich plasma, SFLLRN dense granule ATP release, luminescence | AID 1663;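 active = mean replicate score, as percent of positive control, at or above 50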
PolyA inh = inhibitors of polyadenylation in S. cerevisiae; S. cerevisiae SKY197-pL101 polyadenylation reporter, beta-gal luminescence; efflux-impaired pdr1/pdr3 knockout yeast; score 100 = 6 SD above DMSO; calls only at 12 µM; 0.02% of 300,000 active; AID 1875;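 active = lowest replicate activity score at least 50, where 100 means six control SD above control mean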;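 note: yeast exposed to compound for 9 h at 30 °C; higher score means more reporter readthrough which indicates perturbed polyadenylation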
TRPC4 inh = TRPC4 (mouse) channel inhibition; HEK293 TRPC4beta/mu-opioid, DAMGO-evoked Fluo4 calcium flux; hits give low values; Q9QUQ5; B-score at 10 µM; AID 2247; 0.39% of 300,000 active;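 active = B-score over 3 SD under the library average, no early fluorescence shift, positive overall ratio signal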
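test system = HEK293 cells with stable TRPC4beta plus mu-opioid receptor expression | detection = Fluo4 Ca2+ flux fluorescence | read-out = integrated fluorescence ratio relative to baseline, converted to per-well B score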
KCNK9 inh = human KCNK9 channel inhibition; HEK293 KCNK9, FluxOR thallium flux fluorescence; hits give low values; 1.2% of 310,000 active; B-score at 10 µM; AID 488922; Q9NPC2;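 active = ratio B-score over 3 SD below the library mean, with starting fluorescence within 5 SD of its mean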;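 note: negative B-score means less thallium flux so channel inhibition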
Target sequence (Q9NPC2 whole entry, looked up): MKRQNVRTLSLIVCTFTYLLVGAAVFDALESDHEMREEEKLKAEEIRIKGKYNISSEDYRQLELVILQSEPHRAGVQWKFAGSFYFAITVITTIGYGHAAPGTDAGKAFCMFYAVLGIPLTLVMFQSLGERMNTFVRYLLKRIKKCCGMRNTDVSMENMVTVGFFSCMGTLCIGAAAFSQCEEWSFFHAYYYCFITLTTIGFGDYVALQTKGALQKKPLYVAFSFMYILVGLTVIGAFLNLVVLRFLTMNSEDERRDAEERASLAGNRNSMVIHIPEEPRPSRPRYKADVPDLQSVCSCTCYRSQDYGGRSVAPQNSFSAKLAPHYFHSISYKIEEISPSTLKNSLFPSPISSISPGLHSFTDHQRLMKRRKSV
KCNQ1 pot = potentiates or activates the human KCNQ1 potassium channel | P51787 | CHO-K1 KCNQ1, thallium flux FluxOR fluorescence; hits give high values | B-score at 10 µM | 0.35% of 310,000 active | AID 2648;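 active = fluorescence ratio B-score, a plate-corrected score, at least three library SD, with initial intensity B-score within 5 SD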
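Test system: CHO-K1 cells stably expressing KCNQ1 / Medium: assay buffer / Also added: depolarizing K+/Tl+ stimulus, K2SO4 and Tl2SO4 each 12.5 mM in 5x stock / Incubation: 90 min dye loading and 20 min compound exposure, both at room temperature / Signal: thallium influx via FluxOR fluorescence, kinetic imaging / Evaluation: B score of baseline-normalized fluorescence ratio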
KCNQ1 block = blocks the human KCNQ1 potassium channel; B-score at 10 µM; 1.3% of 310,000 active; CHO-K1 KCNQ1, FluxOR thallium flux fluorescence; hits give high values; AID 2642; P51787;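 active = compounds whose thallium flux B-score, printed positive for inhibition, exceeds three library SD while starting fluorescence stays within three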;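 note: channel opened by potassium depolarization with thallium stimulus after 20 min compound exposure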
TRPC4 PAM = allosteric potentiators of mouse TRPC4 channel | Q9QUQ5 | HEK293 TRPC4beta/mu-opioid, DAMGO EC20, Fluo-4 Ca2+ flux; hits give high values | B-score at 10 µM | 0.42% of 310,000 active;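 active = B-score of calcium response area above 5 SD of library B-scores, with initial fluorescence ratio within 5 SD of library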;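 note: B-score of integrated fluorescence ratio over time as area under calcium response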
DYRK1A inh = Dyrk1A (rat) kinase inhibition; Q63470; 0.43% of 310,000 active; inhibition, % at 12.5 µM; ADP-Glo luminescence, NFATc1 peptide; in the data active = inhibition above about 50%;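 note: plate controls were vehicle with enzyme for no effect and no enzyme for full effect; many of its hits are not listed in these tables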
* hit, by the source's call; i = inactive; . = no result given. An excerpt (hit frequency here may not be typical).

Results follow in this order: KCNK3 block	TRPC4 agonist	hERG rescue	Platelet DG rel	PolyA inh	TRPC4 inh	KCNK9 inh	KCNQ1 pot	KCNQ1 block	TRPC4 PAM	DYRK1A inh
1. CCCCC1=CC2=CC(=O)C(C)(OC(=O)CC)C(=O)C2=CN1Cc1ccc2c(c1)OCO2 (configuration not stated)
 : i	i	-5	-2	i	i	i	i	i	i	6
2. COc1cccc(Oc2nccc(N(C)C)c2C#N)c1
 : i	i	-3	1	i	i	i	i	i	i	1
3. CCOC(=O)N1C(=O)[C@](c2ccc(Cl)cc2)(C(C)C)N1C(=O)OCC
 : i	i	-8	-3	i	i	i	i	i	i	1
4. Cn1c(N=Nc2ccc(N3CCOCC3)cc2)[n+](C)c2ccccc21
 : i	i	0	31	i	i	i	i	i	i	2
5. Cc1nccc(-c2cc(-c3ccc(Cl)cc3Cl)no2)n1
 : i	i	-2	22	i	i	i	i	i	i	23
6. O=C(Cc1ccc(Cl)cc1)Nc1ccc2c(c1)C(=O)NC2=O
 : i	i	-8	1	i	i	i	i	i	i	12
7. Cc1ccc2oc(-c3ccco3)nc2c1
 : i	i	-2	6	i	i	i	i	i	i	12
8. Nc1n[nH]c(-c2ccccc2[N+](=O)[O-])n1
 : i	i	-9	-14	i	i	i	i	i	i	0
9. Cc1ccc(Cl)c(OC(=O)C2CSC3(C)CCC(=O)N23)c1 (configuration not stated)
 : i	i	-15	-2	i	i	i	i	i	i	4
10. CC(=O)c1cccc(NC(=O)CC2SC(N3CCCCC3)=NC2=O)c1 (configuration not stated)
 : i	i	-12	-4	i	i	i	i	i	i	-2
11. Cn1c(=O)c2c(nc(N3CCOCC3)n2Cc2c(F)cccc2Cl)n(C)c1=O
 : i	i	-6	-1	i	i	i	i	i	i	-2
12. N/C(=N\OC(=O)C12CC3CC(CC(C3)C1)C2)c1ccncc1
 : i	i	-11	-3	i	i	i	i	i	i	.
13. O=C(Nc1ccc(F)c(F)c1)C1CCN(S(=O)(=O)c2cccc3nonc23)CC1
 : i	i	-6	-1	i	i	i	i	i	i	-5
14. CC12CCC(C(=O)NCc3ccccn3)(OC1=O)C2(C)C (configuration not stated)
 : i	i	-6	5	i	i	i	i	i	i	-2
15. O=C(CCS(=O)(=O)Cc1ccccc1)N1CCN(Cc2ccccc2)CC1
 : i	i	-5	-7	i	i	i	i	i	i	1
16. COc1ccc(CN/C=C2\CCCCC2=O)cc1
 : i	i	-12	2	i	i	i	i	i	i	-13
17. CCOC(=O)C1(Cc2ccc(OC)cc2)CCN(C(=O)C2CCCO2)CC1 (configuration not stated)
 : i	i	-1	6	i	i	i	i	i	i	2
18. CC1=C(C(=O)OCc2ccccc2)C(c2ccc(Cl)cc2)NC(=O)N1C (configuration not stated)
 : i	i	-3	-1	i	i	i	i	i	i	-4
19. O=C(CSc1nnc(-c2ccncc2)n1CC1CCCO1)Nc1ccccc1Cl (configuration not stated)
 : i	i	-17	-2	i	i	i	i	i	i	-4
20. CCSc1nnc(-c2cnn(-c3ccccc3)c2-n2cccc2)n1C
 : i	i	-15	-2	i	i	i	i	i	i	7
21. CCCCN(CCCC)c1nc2ccccc2nc1NS(=O)(=O)c1ccc(NC(C)=O)cc1
 : i	i	-11	-2	i	i	i	i	i	i	1
22. CCCn1c(CCNC(=O)c2ccco2)nc2ccccc21
 : i	i	-4	-13	i	i	i	i	i	i	4
23. c1ccc(-c2cc3c(NCC4COc5ccccc5O4)ncnc3s2)cc1 (configuration not stated)
 : i	i	-15	-3	i	i	i	i	i	i	3
24. O=C(Nc1ccc(-n2ccnc2P(=O)(O)c2ccccc2)cc1)c1ccccc1Br
 : i	i	-4	-20	i	i	i	i	i	i	8
25. CCCC1(C(=O)OC)NC(c2ccco2)C2C(=O)N(C)C(=O)C21 (configuration not stated)
 : i	i	-8	2	i	i	i	i	i	i	-7
26. COc1ccc(NC(=O)c2cccnc2Nc2ccccc2)cc1
 : i	i	-14	6	i	i	i	i	i	i	-8
27. Cc1cnc(NC(=O)CCCSc2nc3ccccc3s2)s1
 : i	i	-9	-11	i	i	i	i	i	i	-2
28. CCNc1ccc(S(=O)(=O)N(C)C)cc1NCC(=O)Nc1ccccc1Cl
 : i	i	-9	-6	.	i	i	i	i	i	2
29. O=C1CCCN1CCCNc1ncnc2c1[nH]c1ccccc12
 : i	i	-14	-15	i	i	i	i	i	i	5
30. COCCCNC(=O)CNC(=O)c1nn(-c2ccc(OC)c(Cl)c2)c(=O)c2ccccc12
 : i	i	-6	5	i	i	i	i	i	i	-3

Compounds shown so far that contain an aryl methoxy group, in the order listed:
Results follow in this order: KCNK3 block	TRPC4 agonist	hERG rescue	Platelet DG rel	PolyA inh	TRPC4 inh	KCNK9 inh	KCNQ1 pot	KCNQ1 block	TRPC4 PAM	DYRK1A inh
2. COc1cccc(Oc2nccc(N(C)C)c2C#N)c1
 : i	i	-3	1	i	i	i	i	i	i	1
16. COc1ccc(CN/C=C2\CCCCC2=O)cc1
 : i	i	-12	2	i	i	i	i	i	i	-13
17. CCOC(=O)C1(Cc2ccc(OC)cc2)CCN(C(=O)C2CCCO2)CC1 (configuration not stated)
 : i	i	-1	6	i	i	i	i	i	i	2
26. COc1ccc(NC(=O)c2cccnc2Nc2ccccc2)cc1
 : i	i	-14	6	i	i	i	i	i	i	-8
30. COCCCNC(=O)CNC(=O)c1nn(-c2ccc(OC)c(Cl)c2)c(=O)c2ccccc12
 : i	i	-6	5	i	i	i	i	i	i	-3

(further entries)
Results follow in this order: KCNK3 block	TRPC4 agonist	hERG rescue	Platelet DG rel	PolyA inh	TRPC4 inh	KCNK9 inh	KCNQ1 pot	KCNQ1 block	TRPC4 PAM	DYRK1A inh
31. COC(=O)C1(CC2CC(c3ccc(Cl)cc3)=NO2)CCN(C(=O)OC(C)(C)C)CC1 (configuration not stated)
 : i	i	-9	-13	i	i	i	i	i	i	7
32. CCOC(=O)C1CCN(C(=O)c2oc3ccc(S(=O)(=O)N4CC(C)CC(C)C4)cc3c2C)CC1 (configuration not stated)
 : i	i	-6	-1	i	i	i	i	i	i	4
33. COc1cc(NC(=O)c2c(OC)cccc2OC)ccc1NC(=O)c1cc2ccccc2o1
 : i	i	-5	2	i	i	i	i	i	i	-3
34. O=C1CCCc2nn(-c3ccccc3)nc21
 : i	i	-1	0	i	i	i	i	i	i	5
35. CCOC(=O)C(C)NC(=O)c1cn(-c2ccc(OC)cc2)c(=O)c2ccccc12 (configuration not stated)
 : i	i	-6	-2	i	i	i	i	i	i	-1
36. CC1(C)OC(=O)C(=NNc2ccc(Br)cc2)C(=O)O1
 : i	i	-9	2	i	i	i	i	i	i	-3
37. COc1ccc(Br)cc1CN1CCN(c2ncccn2)CC1
 : i	i	-4	-8	i	i	i	i	i	i	9
38. CC1=C(C(=O)OCC2CCCCC2)C(c2cccc(O)c2)NC(=O)N1 (configuration not stated)
 : i	i	-5	1	i	i	i	i	i	i	1
39. O=C(COC(=O)C12CC3CC(CC(C3)C1)C2)NCCCc1ccccc1
 : i	i	-5	3	i	i	i	23*	i	i	-1
40. CC(=O)c1c(O)cc(=O)n(-c2ccccc2)c1-c1ccc(C)cc1
 : i	i	-4	12	i	i	i	i	i	i	14
41. CCOC(=O)CSc1nc2ccccc2c(=O)[nH]1
 : i	i	-2	26	i	i	i	i	i	i	21
42. COc1ccc(/C=C2\CCCC3C2=NN(C(=O)c2ccco2)C3c2ccc(OC)c(OC)c2)cc1OC (configuration not stated)
 : i	i	-4	2	i	i	i	i	i	i	-11
43. COc1cc(NC(=S)NC(=O)CC(C)C)ccc1NC(=O)c1cc2ccccc2o1
 : i	i	-5	-1	i	i	i	i	i	i	-1
44. Nc1ccc2c(c1)ncn2CCCn1cnc2cc(N)ccc21
 : i	i	0	-8	i	i	i	i	i	i	20
45. CC(C)CC(=O)N1CCN(Cc2ccc(Br)cc2)CC1
 : i	i	0	-6	i	i	i	i	i	i	-6
46. Cc1ccc(C)c(-n2cc(CN3CCN(C(=O)c4ncn[nH]4)CC3)c(-c3ccccc3)n2)c1
 : i	i	-6	6	i	i	i	i	i	i	-4
47. COc1cc(C(=O)N2CCCCCCC2)ccc1OC1CCN(C(C)=O)CC1
 : i	i	-11	4	i	i	i	i	i	i	1
48. COc1ccc(/C(C)=N/NC(=O)CNC(=O)c2cccs2)cc1OC
 : i	i	-9	0	i	i	i	i	i	i	-1
